CYP2C19 act – human CYP2C19 activators, primary screen, biochemical, luminescence. activation factor at 5 µM. Cytochrome P450 2C19 (Homo sapiens), P33261. 96,000 tested, under 10 active. recombinant CYP2C19, luciferin-H EGE luminescence; active compounds read high; 0 = fully inhibited enzyme, 1 = untreated enzyme. AID 1025, 2008;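 active = activation factor of at least 2 at 5 µM in the primary screen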;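 also: 0 = wells with 2.5 mM tranylcypromine and 1 = vehicle-only wells; values of inactives mirror those of a sister screen read the other way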
PLK1 inh – human PLK1 kinase inhibitors, primary screen, biochemical, TR-FRET; hit rate 0.53% among 97,000; inhibition, % at 10 µM; Serine/threonine-protein kinase PLK1 (Homo sapiens), P53350; recombinant PLK1 kinase, TR-FRET peptide phosphorylation; AID 619, 2007;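 active = inhibition of 50% or more in the single-concentration screen; inactive = inhibition below 50%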;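 also: 0% = DMSO max control and 100% = H-89 dihydrochloride min control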
CYP2C9 activ – human CYP2C9 activators, primary screen, biochemical, luminescence; activation factor at 5 µM; Cytochrome P450 2C9 (Homo sapiens), P11712; hit rate 1.4% among 96,000; recombinant CYP2C9, luciferin-H conversion; active compounds read high; factor 1 = untreated enzyme, 0 = blocked;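 active = activation factor of 2 or more for CYP2C9 at a 5 µM dose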;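 also: 0 = sulfaphenazole-blocked wells and 1 = vehicle-only wells; values of inactives mirror those of a sister screen read the other way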
Target sequence (P11712 whole entry, looked up): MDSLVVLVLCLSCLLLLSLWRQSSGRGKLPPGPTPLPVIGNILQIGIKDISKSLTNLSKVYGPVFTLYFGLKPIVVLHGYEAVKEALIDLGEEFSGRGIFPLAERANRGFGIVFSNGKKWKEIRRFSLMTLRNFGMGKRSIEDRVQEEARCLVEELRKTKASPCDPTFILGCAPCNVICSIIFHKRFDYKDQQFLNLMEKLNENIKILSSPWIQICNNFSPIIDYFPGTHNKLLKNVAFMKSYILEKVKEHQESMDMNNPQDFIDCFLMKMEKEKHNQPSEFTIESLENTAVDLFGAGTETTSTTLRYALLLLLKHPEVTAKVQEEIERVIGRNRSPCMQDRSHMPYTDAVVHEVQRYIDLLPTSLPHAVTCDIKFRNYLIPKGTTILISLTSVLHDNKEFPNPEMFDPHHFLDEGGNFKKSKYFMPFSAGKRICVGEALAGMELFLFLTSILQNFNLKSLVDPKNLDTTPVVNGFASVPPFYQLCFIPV
PLAP act – PLAP enzyme activators, biochemical, luminescence, HTS; purified PLAP enzyme, luminescent substrate read-out; active compounds read high; hit rate 1.2% among 96,000; activation fold at 20 µM; Alkaline phosphatase, placental type (Homo sapiens), P05187; in the data active = activation fold above about 2
Target sequence (P05187 whole entry, looked up): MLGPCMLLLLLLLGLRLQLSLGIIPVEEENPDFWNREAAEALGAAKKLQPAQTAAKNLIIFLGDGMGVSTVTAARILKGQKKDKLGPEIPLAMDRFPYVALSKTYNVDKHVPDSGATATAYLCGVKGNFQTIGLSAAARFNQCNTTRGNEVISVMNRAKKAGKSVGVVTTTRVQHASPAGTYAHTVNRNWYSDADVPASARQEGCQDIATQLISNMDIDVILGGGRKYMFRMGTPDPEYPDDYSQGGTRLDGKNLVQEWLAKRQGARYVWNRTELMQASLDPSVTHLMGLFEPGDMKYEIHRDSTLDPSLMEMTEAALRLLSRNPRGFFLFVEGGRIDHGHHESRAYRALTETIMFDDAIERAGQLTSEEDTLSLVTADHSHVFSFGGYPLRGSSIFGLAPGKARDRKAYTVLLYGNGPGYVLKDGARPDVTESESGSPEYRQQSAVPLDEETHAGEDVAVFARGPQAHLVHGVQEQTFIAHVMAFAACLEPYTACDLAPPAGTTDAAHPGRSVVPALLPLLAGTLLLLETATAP
Rev-RRE block – HIV-1 Rev-RRE binding inhibitors, primary screen, biochemical, FRET, protein-RNA interaction; inhibition, % at 8 µM; Rev peptide-RRE RNA binding; hit rate 0.79% among 97,000; P05866;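 active = inhibition above the screen-wide mean plus 3 SD, cut at about 35% in these data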;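 also: 0% = median DMSO wells and 100% = median Neomycin B control wells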
Target sequence (P05866 whole entry, looked up): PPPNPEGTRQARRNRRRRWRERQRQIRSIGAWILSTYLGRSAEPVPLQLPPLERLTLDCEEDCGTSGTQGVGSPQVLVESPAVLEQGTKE
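Assay system: labelled RRE RNA duplex and labelled Rev peptide / Medium: HEPES pH 7.5 salt buffer with EDTA / Reagent: labelled Rev peptide / Schedule: 5 + 15 min at 25 °C / Signal: FRET, excitation 480 nm, emission 540 nm donor and 671 nm acceptor / Benchmarks: DMSO and neomycin B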
PLK1 PBD inh – Plk1 polo box domain binding inhibitors, primary screen, biochemical, fluorescence polarization; Plk1 PBD phosphopeptide binding; inhibition, %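 (tested at about 20 µM)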; AID 693, 2007; hit rate 0.13% among 97,000; in the data active = inhibition above about 34%, passing the limit was not always enough
CYP2C19 inhib – blockers of cytochrome P450 2C19 activity – biochemical, luminescence, ADME assay, primary screen; CYP2C19 Supersomes, luciferin-H EGE luminescence, 30 min; inhibition, % at 5 µM; P33261; hit rate 21% among 96,000; AID 778, 2007;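 active = CYP2C19 inhibition above a set limit at 5 µM in the primary screen, cut at about 50% in these data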;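 also: plate controls were negative control wells for no effect and 2.5 mM tranylcypromine positive control for full effect; values of inactives mirror those of a sister screen read the other way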
CYP2C9 inh – blockers of cytochrome P450 2C9 activity – biochemical, luminescence, ADME assay, primary screen; P11712; CYP2C9 Supersomes, luciferin-H conversion; inhibition, % at 5 µM; hit rate 20% among 96,000; AID 777, 2007;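 active = blocking of liver enzyme CYP2C9 beyond about 50% at 5 µM, limit read from the data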; also: values of inactives mirror those of a sister screen read the other way
EphB4 antag – EphB4-ephrin-B2 interaction antagonists, primary screen, biochemical, TNYL-RAW peptide probe, fluorescence polarization; inhibition, % at 7 µM; EphB4 LBD / TNYL-RAW-Alexa532 peptide; hit rate 0.15% among 97,000; Ephrin type-B receptor 4 (Homo sapiens), P54760;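 active = inhibition above the screen-wide mean inhibition plus 3 SD, cut at about 15% in these data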;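 also: 0% = DMSO wells and 100% = excess unlabeled TNYL-RAW peptide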
Numbers without * were called inactive; / = not tested or not shown.

Results follow in this order: CYP2C19 act, PLK1 inh, CYP2C9 activ, PLAP act, Rev-RRE block, PLK1 PBD inh, CYP2C19 inhib, CYP2C9 inh, EphB4 antag
> CCc1nnc(SCc2ccc(OC(C)C)cc2)n1N
→ 0.5, -13, 1, 1, 10, -23, 48, 4, 13
> Cc1cc(C)c(NC(=O)CSc2nc(COc3ccccc3)nc3ccccc23)c(C)c1
→ 0.5, -2, 0.1, 0.9, -4, 3, 46, 85*, -6
> O=C(O/N=C\c1ccc(N2CCOCC2)c([N+](=O)[O-])c1)c1ccccc1Cl
→ 0.9, -13, 1.8, 1.1, 7, 1, 8, -82, 4
> c1csc(-c2csc(-c3cccs3)n2)c1
→ 1.1, 10, 1, 0.8, 4, 8, -7, -1, -6
> CC(C)NC(=O)N(O)C1N(Cc2ccc3c(c2)OCO3)C(=S)SC1(C)C (stereo unspecified)
→ 0, -2, 0.1, 1.3, 7, -7, 98*, 94*, -6
> N#Cc1c2c(c(-n3cnc4ccccc43)n3c1nc1ccccc13)CCC2
→ 1.1, -9, 1, 1.1, 7, 6, -10, -4, -2
> COC(=O)NC1(C(F)(F)F)NC(=O)N(C2CCCCC2)C1=O (stereo unspecified)
→ 0.9, -5, 0.8, 1.1, -4, 3, 7, 20, -3
> CC(C)(C)C1CCc2onc(C(=O)Nc3cccc(O)c3)c2C1 (stereo unspecified)
→ 1, -4, 1, 0.9, 17, 29, 5, 2, 5
> CC(Oc1ccccc1)C(=O)Nc1cccc(-c2nc3ccccc3[nH]2)c1 (stereo unspecified)
→ 0.2, 3, 0, 0.9, 5, 20, 79*, 98*, 3
> O/N=C\c1cccn1-c1ccc(Br)cc1
→ 0.3, 4, 0.7, 1.4, 7, 9, 68*, 26, -9
> c1ccc(CCc2nn3c(-c4ccncc4)nnc3s2)cc1
→ 0.1, 3, 0.5, 1.1, 3, 6, 95*, 54*, 8
> CCOC(=O)c1nnn(-c2nonc2OC)c1-c1ccccc1
→ 0.4, /, 0.7, 1, /, /, 61*, 27, /
> CC1=CC(C)(C)NC(=S)N1c1ccc(C)cc1
→ /, -6, /, /, -2, -16, /, /, 2
> COc1ccc(CC(=O)n2c(CC#N)nc3ccccc32)cc1OC
→ 0.9, -3, 0.7, 1.1, 5, -6, 6, 35, 2
> COC(=O)[C@H](Cc1ccccc1)NC(=O)N1CC(C)OC(C)C1 (stereo partly specified)
→ 0.9, -10, 1, 1.2, 8, 0, 8, 4, 8
> COC(=O)c1cc(NC(=O)CN(c2ccccc2OC)S(=O)(=O)c2ccccc2)ccc1Cl
→ 0.5, -11, 0, 1.1, 15, 2, 52*, 97*, 4
> C=CCN1C(=O)C2(c3ccccc31)C1CCCC=C1C(C#N)=C(N)C2(C#N)C#N (stereo unspecified)
→ 1, 5, 0.9, 1, 7, 1, 4, 14, 8
> C=CCN1CC(c2nc3ccccc3n2Cc2ccccc2)CC1=O (stereo unspecified)
→ 1, /, 1, 1.1, /, /, 4, 2, /
> CSc1nc(SCC(=O)NC(c2ccccc2)c2ccccc2)c2c3c(sc2n1)CN(C)CC3
→ 0.6, -11, 0.4, 1.2, 15, -22, 44, 57*, -3
> Cc1ccc(OCC(=O)NNC(=O)CCC(=O)NCc2ccccc2)cc1
→ 0.9, -10, 1.7, 1.8, 1, -8, 10, -68, 0
> CCN(CC)CCNc1nc2c(c(=O)n(C)c(=O)n2C)n1C/C=C(/C)Cl
→ 1, -12, 1, 1.2, 10, -3, -2, 0, 2
> CN1CCN(/C=N/c2sc3c(c2C#N)CCCCC3)CC1
→ 0.6, 3, 1.1, 1.4, 7, -28, 43, -8, -4
> Cc1cc(N2CCCC(C(=O)Nc3ccc4c(c3)CCC4)C2)n2ncnc2n1 (stereo unspecified)
→ 0.9, -2, 0.8, 1.4, 5, -22, 6, 24, 1
> COc1cc(Cl)c(C)cc1NC(=O)COC(=O)/C=C/c1c(C)nn(C2CCS(=O)(=O)C2)c1Cl (stereo unspecified)
→ 1, -15, 1, 1.1, 8, -6, -2, 2, 0
> CCCc1n[nH]c(=O)[nH]1
→ 1.2, -3, 1.3, 0.9, 1, -2, -16, -28, -5
> Fc1ccccc1NC(=S)N/N=C/c1ccccc1Br
→ 1.1, 2, 0.9, 1.1, -2, -21, -7, 6, 4
> CCc1nc(SCC(=O)Nc2ccccc2C(=O)OC)n[nH]1
→ 0.6, 0, 1.6, 2*, 6, 11, 36, -59, 2
> Cc1ccc2[nH]c(=O)c(CN(CCN3CCOCC3)C(=O)Nc3ccccc3F)cc2c1
→ /, -10, /, /, 11, -10, /, /, 4
> O=C(NCC1CCCO1)c1c(O)c2ccccc2[nH]c1=O (stereo unspecified)
→ 1.1, -1, 1, 0.8, -4, -4, -6, -3, -4
> Cc1ccnc(NC(=O)CCC(=O)N(CC(=O)NC(C)(C)C)C2CCCC2)c1
→ 1.1, -8, 1.1, 1.2, 5, -9, -11, -9, -4

Some entries already given, limited to PLAP act and CYP2C9 activ:
Compound | PLAP act | CYP2C9 activ
CCN(CC)CCNc1nc2c(c(=O)n(C)c(=O)n2C)n1C/C=C(/C)Cl | 1.2 | 1
CCc1nc(SCC(=O)Nc2ccccc2C(=O)OC)n[nH]1 | 2* | 1.6

Further structures.
Results follow in this order: CYP2C19 act, PLK1 inh, CYP2C9 activ, PLAP act, Rev-RRE block, PLK1 PBD inh, CYP2C19 inhib, CYP2C9 inh, EphB4 antag
> COc1cccc(NC(=O)Cn2cnc3sc(C)c(S(=O)(=O)N4CCCCC4)c3c2=O)c1
→ 0.8, -5, 0.3, 1, 11, 19, 18, 66*, 1
> Cc1ccc2c(c1)nnn2C1CCN(S(=O)(=O)c2ccc(C(=O)N(C)C)cc2)CC1
→ /, -10, /, /, 10, -17, /, /, 2
> Cc1ccc(C(C(=O)NC2CCCCC2)N(C(=O)Cc2c[nH]c3ccccc23)c2ccccc2)o1 (stereo unspecified)
→ 0.6, -12, 0.3, 1.2, -8, 29, 45, 66*, 3
> c1ccc2c(c1)[nH]c1c(N3CCOCC3)ncnc12
→ 0.9, -7, 0.5, 0.8, 9, -7, 12, 52*, 14
> O=C(NCc1ccco1)c1cc2cc3ccc(Cl)cc3nc2o1
→ 0.9, -10, 1.1, 1.1, 9, 2, 7, -14, -6
> CC(CN1CCCCC1)OC(=O)c1ccc(Cl)cc1 (stereo unspecified)
→ 0.6, -16, 1, 1.2, 8, -15, 37, 3, 2
> O=C(NC(NC(=S)Nc1ccc(Cl)cc1Cl)C(Cl)(Cl)Cl)c1cccc([N+](=O)[O-])c1 (stereo unspecified)
→ 0.9, -2, 0.1, 1.2, 5, 56*, 7, 88*, -3
> CN1CCN(c2nc3c(c(=O)n(C)c(=O)n3C)n2CC(=O)C23CC4CC(CC(C4)C2)C3)CC1
→ 1.1, /, 1.2, 1.5, /, /, -11, -21, /
> CCOCCCNC(=O)c1ccc(Br)cc1
→ 0.8, -11, 0.9, 1.1, 2, 11, 18, 6, 5
> CCOC(=O)C1CCN(c2ncnc3c2oc2ccccc23)CC1
→ 0.7, -17, 0.7, 1.6, 9, 8, 31, 32, -7
> CNc1nc(NCCOC23CC4CC(CC(C4)C2)C3)nc(OCC(F)(F)F)n1
→ 0.5, -11, 0.8, 1, 11, 14, 46, 21, 4
> c1ccc(C2COC(c3cccs3)=N2)cc1 (stereo unspecified)
→ 0.4, 1, 0.9, 0.9, 2, -17, 62*, 8, 1
> Cn1nnc2cc(C(=O)N3CCCCCC3)ccc21
→ /, -9, /, /, 1, -1, /, /, -3
> COc1ccccc1-c1nnc(SC2CCc3ccccc3NC2=O)s1 (stereo unspecified)
→ /, -3, /, /, 11, -13, /, /, 8
> COc1ccc(S(=O)(=O)N(c2onc(C)c2Cl)S(=O)(=O)c2ccc(OC)c(OC)c2)cc1OC
→ 1, 2, 0.8, 1.2, 5, 6, 4, 21, -1

Six successive entries from above:
Results follow in this order: CYP2C19 act, PLK1 inh, CYP2C9 activ, PLAP act, Rev-RRE block, PLK1 PBD inh, CYP2C19 inhib, CYP2C9 inh, EphB4 antag
> CCOC(=O)C1CCN(c2ncnc3c2oc2ccccc23)CC1
→ 0.7, -17, 0.7, 1.6, 9, 8, 31, 32, -7
> CNc1nc(NCCOC23CC4CC(CC(C4)C2)C3)nc(OCC(F)(F)F)n1
→ 0.5, -11, 0.8, 1, 11, 14, 46, 21, 4
> c1ccc(C2COC(c3cccs3)=N2)cc1 (stereo unspecified)
→ 0.4, 1, 0.9, 0.9, 2, -17, 62*, 8, 1
> Cn1nnc2cc(C(=O)N3CCCCCC3)ccc21
→ /, -9, /, /, 1, -1, /, /, -3
> COc1ccccc1-c1nnc(SC2CCc3ccccc3NC2=O)s1 (stereo unspecified)
→ /, -3, /, /, 11, -13, /, /, 8
> COc1ccc(S(=O)(=O)N(c2onc(C)c2Cl)S(=O)(=O)c2ccc(OC)c(OC)c2)cc1OC
→ 1, 2, 0.8, 1.2, 5, 6, 4, 21, -1

(cont.)
Results follow in this order: CYP2C19 act, PLK1 inh, CYP2C9 activ, PLAP act, Rev-RRE block, PLK1 PBD inh, CYP2C19 inhib, CYP2C9 inh, EphB4 antag
> CCCn1c(SCC(=O)c2ccc3c(c2)OCCO3)nc2c1c(=O)n(C)c(=O)n2C
→ 1, /, 0.9, 1.7, /, /, -1, 9, /
> Cc1nc(SCC(=O)CC(=O)OC(C)C)c(C#N)c(C)c1C
→ 0.4, -21, 0.8, 0.7, 15, -8, 64*, 23, 0
> COc1ccc(NC(=O)c2cc(C)on2)cc1OC
→ 1, -8, 1, 1, -2, 9, 1, -3, -6
> CCNS(=O)(=O)c1ccc2c3c(cccc13)C(=O)N2
→ 0.3, -13, 0.7, 0.9, 2, 24, 70*, 29, -1
> Cc1cc(NC(=O)COC(=O)c2n[nH]c3ccccc23)no1
→ 0.8, -3, 0.9, 0.8, -2, 9, 18, 10, -3
> c1ccc(CSc2snnc2-c2ccccc2)cc1
→ 1, -3, 0.9, 0.9, 8, -6, 3, 7, 6
> CCn1c(SCC(=O)NCc2cccs2)nnc1-c1cccs1
→ 0.6, -14, 0.9, 0.8, 2, 24, 36, 9, -10
> C=CCc1cccc2cc(C(=O)N3CCN(C(=O)OCC)CC3)c(=O)oc12
→ 1.1, -7, 2.1*, 1.2, 2, -11, -8, -112, 9
> O=C(NCc1ccco1)c1ccc2snnc2c1
→ /, -9, /, /, 0, -4, /, /, 4
> C(=C\c1ccccc1)/C=N/Nc1nc2ccccc2s1
→ 0.9, -12, 0.9, 1.3, 13, 23, 6, 8, -5
> COc1cccc(C2CC(=O)NC3=C2C(=O)CCC3)c1 (stereo unspecified)
→ 1.1, -6, 1, 0.8, 6, -4, -7, 2, 1
> CCC(=O)N1CCCc2cc(S(=O)(=O)N3CCN(C4CCCCC4)CC3)ccc21
→ 0.7, /, 1.1, 1.6, /, /, 33, -6, /
> CCNC(=O)c1c(O)c2ccccc2[nH]c1=O
→ 0.9, /, 0.8, 0.9, /, /, 11, 18, /
> COc1ccc(NC(=O)N2CCCC2C(=O)Nc2ccc(C)cc2)cc1 (stereo unspecified)
→ 0.9, -9, 1.1, 0.9, 8, 10, 6, -7, 2
> O=C(Nc1ccc2c(c1)ncn2-c1ccccc1)c1ccco1
→ 0.8, -10, 1, 0.9, -1, -5, 15, 2, 4

Screens: PubChem, several laboratories

Rows were taken by chance; about 29% have a hit in one of these screens.
